CHT block = inhibitors of human choline transporter CHT; AID 488975, 2010; B-score at 10 µM; CHT-expressing cells, membrane potential dye, choline response; hits give low values; actives 0.86% (n = 310,000); High affinity choline transporter 1 (Homo sapiens), Q9GZV3;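 active = B-score over 3 SD under the library average, and starting fluorescence ratio not unusually high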;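 also: choline stimulus applied at its EC90 after an EC20 pre-addition; B-score computed on integrated fluorescence ratio after choline addition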
Target sequence (Q9GZV3 whole entry, looked up): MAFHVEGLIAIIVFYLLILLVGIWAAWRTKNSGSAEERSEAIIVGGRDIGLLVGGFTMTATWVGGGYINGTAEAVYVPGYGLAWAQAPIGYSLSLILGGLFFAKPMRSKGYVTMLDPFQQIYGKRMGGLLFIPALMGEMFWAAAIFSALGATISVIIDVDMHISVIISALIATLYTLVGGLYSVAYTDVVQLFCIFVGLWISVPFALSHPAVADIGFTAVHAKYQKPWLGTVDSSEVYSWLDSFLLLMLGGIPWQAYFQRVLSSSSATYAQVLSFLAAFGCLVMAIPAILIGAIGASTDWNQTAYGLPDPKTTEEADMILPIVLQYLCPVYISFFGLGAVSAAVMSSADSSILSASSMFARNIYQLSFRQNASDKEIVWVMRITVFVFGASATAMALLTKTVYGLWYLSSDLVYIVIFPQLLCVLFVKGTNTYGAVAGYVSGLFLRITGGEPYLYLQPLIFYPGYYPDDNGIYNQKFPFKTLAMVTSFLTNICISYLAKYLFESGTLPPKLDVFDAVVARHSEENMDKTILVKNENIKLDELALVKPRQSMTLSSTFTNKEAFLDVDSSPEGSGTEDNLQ
CHT allo act = CHT positive allosteric modulators, primary screen, cell-based, membrane potential dye, choline EC20 | CHT-expressing cells; hits give high values; LV-AA mutant CHT in HEK293 cells | actives 0.49% (n = 310,000) | B-score at 10 µM | AID 488977, 2010 | High affinity choline transporter 1 (Homo sapiens), Q9GZV3;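 active = initial fluorescence not abnormally high and integrated response B-score, plate-corrected, over 3 SD above library mean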
STK33 kinase inh = inhibitors of purified STK33 kinase, primary screen, biochemical, ADP-Glo luminescence, homogeneous, cell-free | AID 2661, 2010 | inhibition, % at 10 µM | actives 0.073% (n = 320,000) | MBP phosphorylation | Serine/threonine-protein kinase 33 (Homo sapiens), Q9BYT3;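 active = inhibition at or above 25%, using the most active replicate where run in duplicate; inactive = inhibition below 25%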
Target sequence (Q9BYT3 whole entry, looked up): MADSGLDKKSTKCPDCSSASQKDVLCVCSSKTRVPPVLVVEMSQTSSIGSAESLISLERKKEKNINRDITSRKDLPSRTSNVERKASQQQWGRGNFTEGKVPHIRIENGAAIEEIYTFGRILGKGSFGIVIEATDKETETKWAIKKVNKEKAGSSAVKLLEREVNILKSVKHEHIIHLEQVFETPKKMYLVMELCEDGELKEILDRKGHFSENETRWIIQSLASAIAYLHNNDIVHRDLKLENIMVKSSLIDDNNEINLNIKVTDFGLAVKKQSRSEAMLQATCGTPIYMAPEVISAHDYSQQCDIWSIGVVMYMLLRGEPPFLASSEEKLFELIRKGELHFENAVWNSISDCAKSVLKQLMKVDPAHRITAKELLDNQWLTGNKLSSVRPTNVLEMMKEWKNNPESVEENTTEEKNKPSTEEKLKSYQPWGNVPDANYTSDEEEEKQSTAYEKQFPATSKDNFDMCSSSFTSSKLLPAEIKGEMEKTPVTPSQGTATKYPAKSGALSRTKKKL
Numbers without * were called inactive; i = inactive; / = not tested or not shown.

SMILES	CHT block	CHT allo act	STK33 kinase inh
CC(OC(=O)CCCc1nc2ccccc2s1)C(N)=O (stereo not given)	i	i	/
Cc1ccc(-n2cccc2/C=C2/C(=N)N3C(=NC2=O)SN=C3S(C)(=O)=O)cc1Cl	i	i	0.9
CCOc1ccccc1NC(=O)C1CCCN(S(C)(=O)=O)C1 (stereo not given)	i	i	-0.1
Cc1sc2nc(SCc3nc(-c4cccs4)no3)n(-c3ccccc3)c(=O)c2c1C	i	i	-1.6
CC(C)(C)Sc1ccccc1S(=O)(=O)C(C)(C)C	i	i	-0.8
C=CCNC(=O)c1ccc(Sc2ccccc2)c([N+](=O)[O-])c1	i	i	0.1
Cc1nc2scc(C)n2c(=O)c1S(=O)(=O)Nc1ccc(N2CCN(C(=O)C(C)C)CC2)cc1	i	i	1.1
CCCCOc1cccc(C(=O)NNC(=S)NC2CCCCC2)c1	-8.8*	i	-1.8
COc1ccccc1C(=O)NC(=S)Nc1ccc(N2CCOCC2)c(Cl)c1	i	i	-1.6
O=C(NNC(=O)c1ccc(Cl)cc1Cl)c1cccs1	i	i	1.2
O=C(CCN1CCN(S(=O)(=O)c2ccc(Cl)cc2)CC1)Nc1ccc(F)cc1	i	i	2.0
O=C(/C=C/c1ccco1)Nc1nc(-c2ccc(F)c(F)c2)cs1	i	i	-1.2
Cc1ccc2nc(SCC(=O)NC3CCCCC3)nc(=O)n2c1	i	i	-2.6
CC(C)CCn1c(N2CCCC2)nc2c1c(=O)n(C)c(=O)n2C	i	i	-1.8
CCCCCCC(=O)Nc1c2c(nc3ccccc13)N(C)CC2	i	i	-1.3
CCC(C)(C)NC(=O)C(c1ccc(F)cc1)N(Cc1cccc(OC)c1)C(=O)c1cnccn1 (stereo not given)	i	i	-1.5
CS(=O)(=O)N(CC(=O)Nc1ccc2c(c1)OCCO2)Cc1ccc(Cl)cc1	i	i	-1.1
Cc1cccc(OCCSc2nc3c([nH]2)c(=N)ncn3Cc2ccccc2)c1	i	i	-1.3
CC(=O)CC(=O)Nc1ncccn1	i	i	-0.6
Clc1ccccc1OCCCCn1ccnc1	i	i	1.3
CCCn1c(N)c(N(CCOC)C(=O)c2ccccc2)c(=O)[nH]c1=O	i	i	-0.1
O=C(NC(NC(=S)Nc1ccc(Cl)c(Cl)c1)C(Cl)(Cl)Cl)c1ccco1 (stereo not given)	i	i	-0.4
Cc1cc(C(=O)O/N=C(\N)c2ccc(C(C)(C)C)cc2)no1	i	i	-2.4
COc1ccc(CN2CCNC(=O)C2CC(=O)N(C)Cc2ccon2)c(OC)c1 (stereo not given)	i	i	-2.0
COc1ccc(S(=O)(=O)NC2CCCCC2)cc1-n1cnnn1	i	i	-0.5

An excerpt from above in order of the STK33 kinase inh value, low to high.
compound | STK33 kinase inh
CC(C)CCn1c(N2CCCC2)nc2c1c(=O)n(C)c(=O)n2C | -1.8
O=C(/C=C/c1ccco1)Nc1nc(-c2ccc(F)c(F)c2)cs1 | -1.2
O=C(NNC(=O)c1ccc(Cl)cc1Cl)c1cccs1 | 1.2

(list continues)
SMILES	CHT block	CHT allo act	STK33 kinase inh
O=C(CSc1nnc(-c2ccncc2)n1-c1ccc(Cl)cc1)NCc1cccs1	i	i	-1.0
CN1C(=O)/C(=C/c2ccc(OCc3ccccc3F)cc2)NC1=S	i	i	-1.2
Cc1nc(C)c(C(=O)N2CCCC(C(=O)c3cc(F)ccc3F)C2)s1 (stereo not given)	i	i	-0.3
CC(C)Cn1c(N)c(C(=O)COC(=O)[C@@H]2CCCN2C(=O)c2cccs2)c(=O)n(C)c1=O	i	i	-0.2
COc1ccc(-n2c(SCCC#N)nnc2-c2cc(Cl)ccc2OC)cc1Cl	i	i	0.6
Cc1ccc(S(=O)(=O)N2CCCCC2C(=O)O)s1 (stereo not given)	i	i	0.1
O=C(O)CC(SCC(=O)Nc1ccc(Cl)c(S(=O)(=O)N2CCOCC2)c1)C(=O)O (stereo not given)	i	i	-0.9
C=CCn1c(=O)c2c(C)c(C)sc2n2c(Nc3ccc(OC)cc3)nnc12	i	i	-0.1
O=C(COc1ccc(F)cc1)Nc1c(C(=O)N2CCC(N3CCCCC3)CC2)oc2ccccc12	-12*	i	0.9
Oc1[nH]c2ccccc2c1C=Nc1ccccc1	i	i	3.4
Fc1ccc(-n2cc(-c3ccccc3)c3c(=S)nc[nH]c32)cc1	i	i	-0.1
CCOc1cc(/C=N/O)cc(Br)c1OC	i	i	-1.2
COc1ccc(S(=O)(=O)N2CCC(C(=O)Nc3cc(Cl)ccc3N3CCOCC3)CC2)cc1OC	i	i	-1.8
NC(=O)CC(NC(=O)c1ccc(Br)cc1)c1ccc(N2CCCCCCC2)c([N+](=O)[O-])c1 (stereo not given)	-5.3*	i	-0.6
OCCNc1nc2ccccc2nc1NCCO	i	i	-0.6
COc1ccc(OC)c(/C=N/NC(=O)Cn2ccnc2C)c1	i	i	1.4
O=C(CN1CCN(C(c2ccccc2)c2ccccc2)CC1)N1CCOCC1	i	i	-0.1
CN1CCN(c2nc(Nc3ccc(O)cc3)nc3ccccc23)CC1	i	7*	2.7
O=C(O)c1ccc(-c2ccccc2)[nH]c1=O	i	i	-0.1
CCOc1ccc(NC(=S)N2CCCCCC2)cc1	i	i	-0.8
CC(C)[C@@H](C(=O)NCc1ccco1)N1C(=O)N2CCc3c([nH]c4ccccc34)[C@@]2(C)C1=O	i	i	-0.7
Cc1noc(C)c1S(=O)(=O)NC1CCN(Cc2ccccc2)CC1	i	i	0.1
C/C(=N\NC(=O)c1ccccn1)c1ccc(Cl)cc1	i	i	-1.8
O=C(CSc1ncnc2ccccc12)NCCCO	i	i	-0.4
Cc1ccc(-c2noc(-c3ccccc3C(=O)NCc3ccco3)n2)cc1	i	i	-0.8

Three entries already listed, arranged by SMILES length, low to high:
SMILES	CHT block	CHT allo act	STK33 kinase inh
CCOc1cc(/C=N/O)cc(Br)c1OC	i	i	-1.2
Cc1ccc(-c2noc(-c3ccccc3C(=O)NCc3ccco3)n2)cc1	i	i	-0.8
Cc1nc(C)c(C(=O)N2CCCC(C(=O)c3cc(F)ccc3F)C2)s1 (stereo not given)	i	i	-0.3

Next structures follow:
SMILES	CHT block	CHT allo act	STK33 kinase inh
COc1ccc(C(=O)CSc2ccc(-c3ccc(C)cc3)nn2)cc1	i	i	0.2
Cn1c(=O)c2c(ncn2CCOc2ccc(F)cc2)n(C)c1=O	i	i	0.1
CNC(=O)c1nnn(Cc2ccccc2)c1NC(C)=O	i	i	0.6
O=C(NCCCl)Nc1cc([N+](=O)[O-])ccc1Cl	i	i	-0.1
Cc1ccc(N=Nc2ccc(O)c(P(=O)(c3ccccc3)c3ccccc3)c2)cc1	i	i	-1.1
CCN1CCN(C(=O)c2cccc(OC3CCN(S(=O)(=O)N(C)C)CC3)c2)CC1	i	i	0.0
CCOC(=O)C1=C(N)c2ccccc2CC1C(C)C (stereo not given)	i	i	0.7
Cc1ccc(NC(=O)COC(=O)[C@H](C)N2C(=O)C3CC=CCC3C2=O)cc1S(=O)(=O)N(C)C (stereo not given in full)	i	i	0.7
CC(CCc1ccccc1)NC(=O)c1cccc([N+](=O)[O-])c1 (stereo not given)	i	i	2.6
Cc1ccc(OCCSc2ncnc3sc(C)c(C)c23)cc1C	i	i	-0.4
NC(=O)c1ccc(NC(=O)CCCNC(=O)c2ccc(Cl)cc2)cc1	i	i	-1.5
Cc1ccc2[nH]c(=O)c(COC(=O)c3cccs3)cc2c1	i	i	-1.5
O=C(CSc1ccc(Cl)cc1)Nc1nnc(-c2cccc([N+](=O)[O-])c2)s1	i	i	-1.5
CCOc1ccccc1NC(=O)NS(=O)(=O)c1ccc(C)cc1	i	i	-1.0
COc1ccccc1CNC(=O)COc1ccc(C)nc1[N+](=O)[O-]	i	i	-0.5
N#CC1(NC(=O)CSc2n[nH]c(-c3ccccc3)n2)CCCCC1	i	i	-1.4
O=S(=O)(NCc1ccc(Cl)cc1)c1cccc2cccnc12	i	i	0.1
CCOC(=O)C1(CC2CCCCO2)CCN(S(=O)(=O)c2c(C)nn(C)c2C)CC1 (stereo not given)	i	i	-3.4
CSc1ccc(/C=C(/NC(=O)c2ccc(C)cc2)C(=O)Nc2cccc(C)c2)cc1	i	i	-0.9
CCOC(=O)C1(CC2CCCCO2)CCN(Cc2nccn2-c2cccc(C)c2)CC1 (stereo not given)	i	i	1.0
CC(C)n1c2ccccc2c2nnc(SCC(=O)Nc3ccccc3C(=O)O)nc21	i	i	-0.7
O=C(c1ccc(NS(=O)(=O)c2ccc(Cl)cc2)cc1)N1CCOCC1	i	i	-0.8
Cc1ccc(C(=O)CSc2nnc(COc3ccccc3)o2)cc1	i	i	-1.1
Cc1nnc(NC(=O)C2CC(=O)N(c3ccccc3)C2)s1 (stereo not given)	i	i	-0.4
CCOC(=O)c1[nH]c2ccc(OC)cc2c1NC(=O)CN1CCSCC1	i	i	0.4
(more compounds)
SMILES	CHT block	CHT allo act	STK33 kinase inh
CC(NC(=O)c1cccc2ccccc12)c1ccc2c(c1)CCCC2 (stereo not given)	i	i	-1.0
COc1ccc2c(c1)OCC1=C2CCC2(C)C(=O)CC=C12 (stereo not given)	i	i	1.7
CCOC(=O)C1CCCN(C(=O)c2ccc3c(c2)N(Cc2ccccc2)C(=O)c2ccccc2S3=O)C1 (stereo not given)	i	i	-0.1
Cc1ccc(NC(=S)NNC(=S)Nc2cccc(C(F)(F)F)c2)cc1	i	i	-0.6
Cc1cc(/C=C2/SC(=O)N(CC(=O)N3CCCC3)C2=O)ccc1N1CCOCC1	i	i	1.1
COc1cccc(-c2csc(N3CCN(C(=S)Nc4ccccc4Cl)CC3)n2)c1	i	i	-0.1
CCN(CC(=O)Nc1c(F)cccc1F)C(=O)c1ccc(Cl)c(S(=O)(=O)N2CCCCC2)c1	i	i	0.5
COc1ccccc1CNC(=O)[C@H](C)N1C(=O)N2CCc3c([nH]c4ccccc34)[C@@]2(C)C1=O	i	i	-0.2
CCOC(=O)c1ccc(NC(=O)CSc2nccn2C)cc1	i	i	0.9
O=C(COC(=O)c1cc[n+]([O-])cc1)Nc1ccc(Cl)cc1[N+](=O)[O-]	i	i	-0.3
COc1ccc(C(CC(=O)NCc2ccccc2)C(C)C)cc1 (stereo not given)	i	i	-1.9
OC(CN1CCOCC1)CN(c1ccccc1)c1ccccc1 (stereo not given)	i	i	-0.4
CCOC(=O)N1CCC(NC(=O)c2cc(COc3ccc(F)cc3Cl)on2)CC1	i	i	-1.0
O=C1C(=O)c2c(C(=O)c3ccccc3)coc2-c2ccccc21	i	i	2.4
OC1CCCN(Cc2ccc3c(c2)Cc2ccccc2-3)C1 (stereo not given)	i	i	0.6
CCCCCCCCC(=O)NNC(=O)c1c(O)c2ccccc2n(CCC)c1=O	i	i	0.1
CN(C)CCCNC(=S)N1CCn2c(nc3ccccc32)C1	i	i	0.2
CC(CCN1CCN=C1Nc1ccccc1)c1ccccc1 (stereo not given)	i	i	0.4
CC1CN(S(=O)(=O)c2cccc(C(F)(F)F)c2)CN1C(=O)N1CCOCC1 (stereo not given)	i	i	-1.3
COCCC(=O)N1CCC(Oc2ccc(C(=O)NCCc3ccccn3)cc2)CC1	i	i	-1.5
Cc1ccc(-c2csc3nc[nH]c(=S)c23)cc1C	i	i	1.3
CC(=O)c1c(C)[nH]c(C(=O)OCC(=O)NCC(C)C)c1C	i	i	0.3
COc1ccccc1NC(=O)c1cc(OC)c(OC)cc1[N+](=O)[O-]	i	i	-0.1
CC(=O)n1cc([C@H]2C=C(C(=O)Nc3ccccc3)O[C@@H](OCCCCO)C2)c2ccccc21	i	i	0.6
COCCN(C)Cc1nc(C(c2ccccc2)c2ccccc2)no1	i	i	0.2

Random excerpt: 5 records from the list
SMILES	CHT block	CHT allo act	STK33 kinase inh
COCCN(C)Cc1nc(C(c2ccccc2)c2ccccc2)no1	i	i	0.2
CCCCCCCCC(=O)NNC(=O)c1c(O)c2ccccc2n(CCC)c1=O	i	i	0.1
CCOC(=O)c1ccc(NC(=O)CSc2nccn2C)cc1	i	i	0.9
COc1ccccc1NC(=O)c1cc(OC)c(OC)cc1[N+](=O)[O-]	i	i	-0.1
CC(CCN1CCN=C1Nc1ccccc1)c1ccccc1 (stereo not given)	i	i	0.4

Further structures follow.
SMILES	CHT block	CHT allo act	STK33 kinase inh
O=C(CN1C(=O)NC2(CCOc3ccccc32)C1=O)Nc1ccc2c(c1)OCCO2 (stereo not given)	i	i	0.0
Cc1nn(-c2ccccc2)c(C)c1NC(=O)c1ccc(S(=O)(=O)N2CCCC2)cc1	i	i	-1.1
Cc1cc(C=C2C(=O)c3ccccc3C2=O)c(C)n1-c1ccc(C(=O)O)cc1	i	i	32*
COc1cc(/C=N\NC(=O)Cn2nnc3ccccc32)cc(OC)c1OC	i	i	6.6
Cc1ccc(S(=O)(=O)NC(C(=O)Oc2ccc3c(C)c(Cl)c(=O)oc3c2)c2ccccc2)cc1 (stereo not given)	i	i	0.1
Cc1noc(C)c1S(=O)(=O)Nc1ccc(C(=O)N2CCCCC2)cc1	i	i	-0.5
COc1ccc(C(=O)NCc2ccon2)cc1OC1CCN(C(C)C)CC1	-7.3*	i	-1.8
N#C/C(=C\c1c[nH]c2ccccc12)C(=O)NC1CC1	i	i	1.9
CCc1ccc(OCc2nnc(SCC(=O)NCc3ccco3)o2)cc1	i	i	-0.2
Cc1ccc(-c2c(CC(=O)O)c(C)nc3sc4c(c23)CCCC4)cc1	i	i	-1.8
CCN1CCN(C(=O)c2nn(-c3ccc(OC)cc3)c(=O)c3c2c2ccccc2n3C)CC1	i	i	-1.2
Cc1[nH]c2c([N+](=O)[O-])cccc2c1C	i	i	-0.1
COCCNC(=O)CN1CCC(NC(=O)Nc2ccc(C(F)(F)F)cc2)CC1	i	i	-2.0

Compound activity: PubChem, several laboratories
